Sm TGR block – S. mansoni TGR enzyme inhibition; Q962Y6; purified TGR, DTNB reduction, TNB absorbance 405 nm; Potency, µM (highest dose often 114 µM), for the others: at the top dose activity change, negative = inhibition, usual class: inhibitors; 360,000 compounds, 3% hits; AID 485364; further: nearly all actives have a fitted effect of over 60% in size
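Kinetic colorimetric format: TGR-catalysed, NADPH-driven DTNB reduction monitored via TNB absorbance. Enzyme dispensed at 20 nM; compound exposure 15 min at room temperature before reaction start.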
TbPYK inhibitor – T. brucei pyruvate kinase inhibition; Q57TT1; TbPYK enzyme, Kinase-Glo Plus ATP luminescence, 45 min; Potency, µM (doses to about 76.8 µM), inactives show at the top dose activity, negative = inhibition, most hits filed as inhibitors; 410,000 compounds, 0.12% hits; AID 624173; further: nearly all actives have a fitted effect of over 50% in size
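Assay buffer: 50 mM TEA pH 7.2, 100 mM KCl, 10 mM MgCl2, 0.05% BSA, 0.01% Tween-20. Pyruvate kinase from T. brucei plus substrate met compound, then ADP (130 uM final). Luminescence was read post 45 min RT.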
LmPK inh – blocks Leishmania mexicana pyruvate kinase activity; Q27686; purified LmPK, Kinase-Glo ATP luminescence, 1 h; Potency, µM (top dose mostly 57.5 µM), without a hit: at the top dose activity change, negative = inhibition, hits mostly inhibitors; 290,000 compounds, 0.37% hits
Target sequence (Q27686 whole entry, looked up): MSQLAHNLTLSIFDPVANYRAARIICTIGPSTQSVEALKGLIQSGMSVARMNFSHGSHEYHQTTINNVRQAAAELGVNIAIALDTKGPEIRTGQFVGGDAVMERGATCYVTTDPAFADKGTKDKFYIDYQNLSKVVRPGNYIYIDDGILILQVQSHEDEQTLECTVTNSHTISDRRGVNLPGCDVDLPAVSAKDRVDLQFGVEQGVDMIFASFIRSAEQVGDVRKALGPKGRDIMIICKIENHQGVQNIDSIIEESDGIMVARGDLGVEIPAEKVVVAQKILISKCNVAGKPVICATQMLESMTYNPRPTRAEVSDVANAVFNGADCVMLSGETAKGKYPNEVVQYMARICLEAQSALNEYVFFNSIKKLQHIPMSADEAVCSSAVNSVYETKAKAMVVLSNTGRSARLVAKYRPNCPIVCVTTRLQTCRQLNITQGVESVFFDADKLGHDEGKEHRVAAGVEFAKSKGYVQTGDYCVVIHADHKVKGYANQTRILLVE
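0.1 nM LmPK, 0.5 mM PEP, 0.1 mM ADP; 50 mM imidazole pH 7.2, 7 mM MgCl2, 50 mM KCl; 1 h RT. Kinase-Glo luminescence readout, normalized to no-enzyme (full inhibition) and uninhibited wells.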
Pf growth 48h – inhibits P. falciparum growth in the first generation, 48 h; P. falciparum luciferase growth in erythrocytes, 48 h; Potency, µM (titrated, usually from 28.7 µM), for the others: top-dose activity change, negative = inhibition, most hits filed as inhibitors; 310,000 compounds, 5.9% hits
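Erythrocytes infected with P. falciparum carrying an integrated firefly luciferase reporter (2% hematocrit, 0.1% parasitemia final) were exposed to compounds in RPMI 1640 with 0.5% Albumax at 37 C, 5% CO2. Growth inhibition was scored as reduced luminescence.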
Pf growth 96h – P. falciparum growth inhibition at 96 hour, primary screen for plastid delayed-death inhibitors; AID 504834; 320,000 compounds, 6.9% hits; P. falciparum luciferase reporter growth, 96 h; Potency, µM (series often up to 28.7 µM), inactives show at the top dose activity change, negative = inhibition, most hits filed as inhibitors
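Infected RBCs, 2% Hct / 0.05% parasitemia final; luciferase-reporter P. falciparum; cpd 96 h, 37 C, 5% CO2; luciferase detection reagent; luminescence.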
HCV inh – inhibitors of hepatitis C virus infection; Huh7.5.1 HCVcc-Cre infection, luciferase reporter, 44 h; Potency, µM (doses to about 41.8 µM), for the others: at the highest dose activity change, negative = inhibition, most hits filed as inhibitors; 340,000 compounds, 3.4% hits
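Infectious HCVcc-Cre (~0.5 moi) was added to cells just after compound, with cells seeded 4 h earlier at 1,000 per well. Luciferase activity after 44 h culture reported infection; substrate was incubated 15 min at room temperature before reading.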
* = called active by the depositor; [ ] = another dose, or the depositor's remark. The call rests on the fitted dose curve; in most records, active means well fitted curve in the direction sought with a large enough effect; inconclusive means small, poorly fitted or top-dose-only effect, or another doubt; inactive means no such curve, though single readings can be large; an effect the other way counts as inactive or inconclusive. On the % scale 0 is the no-effect control and ±100 the full control effect; potency means the concentration at half of the fitted maximal effect. Hits appear at their usual frequency. Share with any hit: about 16%.

A first look (four entries):
How did O=C(NCCN1CCOCC1)c1cccc(S(=O)(=O)NCc2ccccc2)c1 do in these assays?
Sm TGR block: -8%; TbPYK inhibitor: -6%; Pf growth 48h: -21%; Pf growth 96h: 6%; HCV inh: -20%

What do the screens show for `CCCCN(C)CCNC(=O)c1ccc2c(c1)NC(=O)C(N1CCCCC1)S2` (centres undefined)?
Sm TGR block: -12%; TbPYK inhibitor: -4%; LmPK inh: -3%; Pf growth 48h: inconclusive; Pf growth 96h: 13%; HCV inh: inconclusive

What do the screens show for `Fc1ccc(-c2nc3c(-c4ccc(Cl)cc4)cnn3cc2CCN2CCOCC2)cc1`?
Sm TGR block: 10%; TbPYK inhibitor: 0%; LmPK inh: 3%; Pf growth 48h: inconclusive; Pf growth 96h: inconclusive; HCV inh: -2%

How did Cc1ccc(NC(=O)CN2C(=O)S/C(=C\c3cc(Cl)c(OCC(=O)O)c(Cl)c3)C2=O)cc1 do in these assays?
Sm TGR block: 16%; TbPYK inhibitor: -9%; LmPK inh: 0%; Pf growth 48h: 40%[activator]; Pf growth 96h: -3%; HCV inh: 11%

All compounds of this part, from the first entry:
How did O=C(NCCN1CCOCC1)c1cccc(S(=O)(=O)NCc2ccccc2)c1 do in these assays?
Sm TGR block: -8%; TbPYK inhibitor: -6%; Pf growth 48h: -21%; Pf growth 96h: 6%; HCV inh: -20%

What do the screens show for `CCCCN(C)CCNC(=O)c1ccc2c(c1)NC(=O)C(N1CCCCC1)S2` (centres undefined)?
Sm TGR block: -12%; TbPYK inhibitor: -4%; LmPK inh: -3%; Pf growth 48h: inconclusive; Pf growth 96h: 13%; HCV inh: inconclusive

What do the screens show for `Fc1ccc(-c2nc3c(-c4ccc(Cl)cc4)cnn3cc2CCN2CCOCC2)cc1`?
Sm TGR block: 10%; TbPYK inhibitor: 0%; LmPK inh: 3%; Pf growth 48h: inconclusive; Pf growth 96h: inconclusive; HCV inh: -2%

How did Cc1ccc(NC(=O)CN2C(=O)S/C(=C\c3cc(Cl)c(OCC(=O)O)c(Cl)c3)C2=O)cc1 do in these assays?
Sm TGR block: 16%; TbPYK inhibitor: -9%; LmPK inh: 0%; Pf growth 48h: 40%[activator]; Pf growth 96h: -3%; HCV inh: 11%

Results for Cc1nn(C)c(C)c1NC(=O)COc1ccc(Cl)cc1 ?
Sm TGR block: 6%; TbPYK inhibitor: -7%; Pf growth 48h: -1%; Pf growth 96h: 2%; HCV inh: 11µM*

Results for CC1=NN(Cc2ccccc2)C(=O)/C1=C\c1ccc(N(C)C)cc1 ?
Sm TGR block: 4%; TbPYK inhibitor: 0%; LmPK inh: -9%; Pf growth 48h: -1%; Pf growth 96h: -5%; HCV inh: 17%

What do the screens show for `O=C(O)CN1C(=O)/C(=C\c2cc(Br)ccc2OCc2ccc(Cl)cc2Cl)SC1=S`?
Sm TGR block: -34%; TbPYK inhibitor: -4%; LmPK inh: 6%; Pf growth 48h: -4%; Pf growth 96h: -27%; HCV inh: 5%

How did Cc1ccc(-c2nnc3n2N=C(c2ccccc2)CS3)cc1 do in these assays?
Sm TGR block: -10%; TbPYK inhibitor: -1%; LmPK inh: 4%; Pf growth 48h: -8%; Pf growth 96h: 39%; HCV inh: -4%

What do the screens show for `COc1ccc(C(CNC(=O)c2ccc(NS(=O)(=O)c3ccc4c(c3)OCCO4)cc2)N(C)C)cc1` (centres undefined)?
Sm TGR block: 6%; TbPYK inhibitor: -4%; Pf growth 48h: inconclusive; Pf growth 96h: inconclusive; HCV inh: inconclusive

How did CCCCNC(=O)CSc1nc2cc3c(cc2c(=O)n1CCCN(CC)CC)OCO3 do in these assays?
Sm TGR block: 0%; TbPYK inhibitor: 2%; LmPK inh: 1%; Pf growth 48h: inconclusive; Pf growth 96h: inconclusive; HCV inh: inconclusive

What do the screens show for `O=C(N/N=C/c1ccc([N+](=O)[O-])o1)c1ccc(NS(=O)(=O)c2cccs2)cc1`?
Sm TGR block: 35µM*; TbPYK inhibitor: -6%; LmPK inh: 5%; Pf growth 48h: 3.7µM*; Pf growth 96h: 0.93µM*; HCV inh: 10%

Results for Cc1ccc(C)c(OCC(=O)Nc2ccc(N3CCOCC3)cc2)c1 ?
Sm TGR block: 15%; TbPYK inhibitor: -13%; LmPK inh: 8%; Pf growth 48h: -2%; Pf growth 96h: inconclusive; HCV inh: -23%

How did N#Cc1c(Nc2ccccc2)s[nH]c1=O do in these assays?
Sm TGR block: -1%; TbPYK inhibitor: -17%; LmPK inh: 0%; Pf growth 48h: 1%; Pf growth 96h: 1%; HCV inh: -2%

How did COc1ccc(/C=N\NC(=O)COc2ccccc2)c(C(=O)O)c1OC do in these assays?
Sm TGR block: -1%; TbPYK inhibitor: -1%; LmPK inh: 1%; Pf growth 48h: 6%; Pf growth 96h: -21%; HCV inh: 4%

What do the screens show for `C[C@@H](NC(=O)c1[nH]cnc1C(=O)Nc1ccon1)c1ccccc1`?
Sm TGR block: 6%; TbPYK inhibitor: -3%; Pf growth 48h: inconclusive; Pf growth 96h: inconclusive; HCV inh: -4%

What do the screens show for `Cc1ccc(C=C2C(Cl)=C(Cl)C(Cl)=C2Cl)cc1`?
Sm TGR block: 0.63µM*; TbPYK inhibitor: -15%; LmPK inh: -2%; Pf growth 48h: inconclusive; Pf growth 96h: 1%; HCV inh: -3%

Results for O=C(c1cccnc1)N(Cc1ccccc1)C1(C(=O)Nc2ccccc2)CCCCC1 ?
Sm TGR block: 5%; TbPYK inhibitor: -25%; LmPK inh: 0%; Pf growth 48h: -6%; Pf growth 96h: inconclusive; HCV inh: -16%

Results for O=C(c1ccc2c(c1)OCO2)N1CCNc2ccccc2C1 ?
Sm TGR block: -3%; TbPYK inhibitor: -2%; LmPK inh: -4%; Pf growth 48h: -23%; Pf growth 96h: 129%[activator]; HCV inh: 1%

Results for CCOC(=O)C(=O)Nc1nnc(C2CCCCC2)s1 ?
Sm TGR block: -18%; TbPYK inhibitor: -11%; LmPK inh: 4%; Pf growth 48h: 23%; HCV inh: -10%

What do the screens show for `CCOc1ccccc1C1NC(=O)NC(C)=C1C(=O)OCc1ccccc1` (centres undefined)?
Sm TGR block: 5%; TbPYK inhibitor: 0%; LmPK inh: 3%; Pf growth 48h: 0%; Pf growth 96h: 29%; HCV inh: -14%

What do the screens show for `CCCOc1ccc(N2C(=O)CC(N3CCN(C(=O)c4ccco4)CC3)C2=O)cc1` (centres undefined)?
Sm TGR block: inconclusive; TbPYK inhibitor: -4%; LmPK inh: -4%; Pf growth 48h: 12%; Pf growth 96h: 19%; HCV inh: 14%

Results for COc1ccccc1/C=N/NC(=O)C1=NNC(c2ccccc2)(c2ccccc2)C1 ?
Sm TGR block: inconclusive; LmPK inh: -2%; Pf growth 48h: 7.4µM*; Pf growth 96h: inconclusive; HCV inh: inconclusive

Results for CC(C)NS(=O)(=O)c1cc(F)ccc1CN1C(=O)c2cccnc2C1=O ?
Sm TGR block: 2%; TbPYK inhibitor: 0%; LmPK inh: 1%; Pf growth 48h: -9%; Pf growth 96h: 2.1µM*; HCV inh: 11%

Results for O=C(COC(=O)c1cnccn1)c1cccc([N+](=O)[O-])c1 ?
Sm TGR block: -3%; TbPYK inhibitor: 3%; LmPK inh: -3%; Pf growth 48h: 7%; Pf growth 96h: 1%; HCV inh: 7%

What do the screens show for `COc1ccc2nc(C)cc(SCC(=O)N3CCCCC3)c2c1`?
TbPYK inhibitor: 0%; LmPK inh: 0%; Pf growth 48h: -11%; Pf growth 96h: 6%; HCV inh: -13%

How did CCOC(=O)Nc1nn(-c2ccc(C)cc2)c(=O)c(C#N)c1C do in these assays?
Sm TGR block: inconclusive; TbPYK inhibitor: -2%; LmPK inh: 1%; Pf growth 48h: 21%; Pf growth 96h: -15%; HCV inh: -1%

Results for Cc1onc(-c2c(F)cccc2Cl)c1C(=O)NC1=NCCS1 ?
Sm TGR block: 5%; TbPYK inhibitor: -9%; LmPK inh: 4%; Pf growth 48h: 0%; Pf growth 96h: inconclusive; HCV inh: inconclusive

What do the screens show for `COc1ccccc1OCCNC(=O)C(CCSC)NS(=O)(=O)c1ccccc1F` (centres undefined)?
Sm TGR block: -15%; TbPYK inhibitor: 3%; Pf growth 48h: -7%; Pf growth 96h: 6%; HCV inh: 1%

What do the screens show for `O=C(CN(C1CCCCC1)S(=O)(=O)c1ccc(Br)cc1)NCc1ccncc1`?
TbPYK inhibitor: -8%; LmPK inh: -2%; Pf growth 48h: inconclusive; Pf growth 96h: 22%; HCV inh: -16%

What do the screens show for `CCOC(=O)C1(Cc2ccccc2C)CCCN(C(=O)COC)C1` (centres undefined)?
Sm TGR block: inconclusive; TbPYK inhibitor: 2%; LmPK inh: -3%; Pf growth 48h: -6%; Pf growth 96h: inconclusive; HCV inh: -10%

Results for CCOC(=O)c1c(N)nn(C(=O)C(C)C)c1-c1ccc(OC)cc1 ?
Sm TGR block: -10%; TbPYK inhibitor: -13%; LmPK inh: 8%; Pf growth 48h: 2%; HCV inh: -3%

What do the screens show for `Cc1ccc(NC(=O)c2ccc3c(=O)n4c(nc3c2)CCCCC4)nc1`?
Sm TGR block: -2%; TbPYK inhibitor: -4%; Pf growth 48h: 29%; Pf growth 96h: 3%; HCV inh: inconclusive

Results for O=C(Cn1[nH]c(=O)c2ccccc2c1=O)NC1CCCCCC1 ?
Sm TGR block: 12%; TbPYK inhibitor: -8%; LmPK inh: 1%; Pf growth 48h: 70%[activator]; HCV inh: 6%

How did Cc1ccc(CC(=O)NC2CCN(Cc3ccccc3)CC2)cc1 do in these assays?
Sm TGR block: 0%; TbPYK inhibitor: -1%; LmPK inh: 1%; Pf growth 48h: -11%; Pf growth 96h: 0%; HCV inh: -1%

What do the screens show for `CC(C)c1nc(CNC(=O)C2CCC(=O)N(Cc3ccc(Cl)cc3)C2)no1` (centres undefined)?
Sm TGR block: 6%; TbPYK inhibitor: -1%; LmPK inh: 1%; Pf growth 48h: inconclusive; Pf growth 96h: 27%; HCV inh: 19%

Results for Nc1c(C(=O)NCCc2ccccc2)nnn1Cc1ccc(Br)cc1F ?
Sm TGR block: -1%; TbPYK inhibitor: -2%; LmPK inh: 0%; Pf growth 48h: -3%; Pf growth 96h: inconclusive; HCV inh: -5%

Results for N/C(=N\OC(=O)c1ccccc1[N+](=O)[O-])c1cccnc1 ?
Sm TGR block: -2%; TbPYK inhibitor: 6%; LmPK inh: -1%; Pf growth 48h: 71%[activator]; Pf growth 96h: 57%[activator]; HCV inh: -10%

How did COc1ccc(NS(=O)(=O)c2ccc(NC(=O)c3ccc(Br)cc3)cc2)nn1 do in these assays?
TbPYK inhibitor: -3%; LmPK inh: -2%; Pf growth 48h: 7%; Pf growth 96h: 5%; HCV inh: -24%

What do the screens show for `Cc1ccc2nc3c(cc2c1)c(C)nn3-c1ccccc1`?
Sm TGR block: 16%; TbPYK inhibitor: 0%; LmPK inh: -3%; Pf growth 48h: -13%; Pf growth 96h: inconclusive; HCV inh: inconclusive

Results for COc1ccc(C(=O)c2cn[nH]c2-c2cc(Cl)ccc2O)cc1 ?
Sm TGR block: 0%; TbPYK inhibitor: 3%; LmPK inh: 0%; Pf growth 48h: inconclusive; Pf growth 96h: -3%; HCV inh: inconclusive

How did COc1ccc(CCNC(=O)CSc2nc(=O)[nH]c3c2CCC3)cc1OC do in these assays?
Sm TGR block: -5%; TbPYK inhibitor: -4%; Pf growth 48h: inconclusive; Pf growth 96h: 1%; HCV inh: 0%

Results for NS(=O)(=O)c1ccc(NC(=O)COC(=O)c2cc(Cl)ccc2[N+](=O)[O-])cc1 ?
Sm TGR block: -20%; TbPYK inhibitor: 3%; LmPK inh: 3%; Pf growth 48h: -3%; Pf growth 96h: -4%; HCV inh: -10%

Screens from PubChem.
